High-throughput results deposited in PubChem BioAssay by National Center for Advancing Translational Sciences (NCATS).
GLP1R cytotox: cytotoxic in the GLP-1 receptor inverse agonist counter-screen; HEK293 cAMP-luciferase reporter cells, luminescence, 24 h; Potency, µM (titrated, usually from 38.3 µM), without a hit: at the highest dose activity change, negative = inhibition, actives largely listed as inhibitors; 410,000 tested, 0.13% active; AID 624418;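 note: loss of luciferase light is scored as toxicity; potency is the fitted concentration of half-maximal effect; % is set by controls: 0 for no effect and ±100 for the full control effect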
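Quantitative HTS format, 1536 wells, 200 cells/uL seeded. Compounds: 23 nL, 24 h, 37 °C. Detection: luciferase reagent, luminescence at 12 min RT; decreased signal taken as cytotoxic.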
aSyn yeast inh: alpha-synuclein toxicity inhibition in yeast. Yeast expressing alpha-synuclein, growth rescue, BacTiter-Glo, 24 h. AID 652106. 370,000 tested, 0.14% active. Potency, µM (doses to about 46.1 µM), inactives show at the highest dose growth rescue (activation), hits mostly activators; note: potency is the fitted concentration of half-maximal effect; % of control where 0% means no effect; nearly all actives have a fitted effect of over 65% in size
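Rescue of yeast growth: cells expressing toxic alpha-synuclein, induced in galactose at OD600 0.02, incubated with compound 24 h at 30 C. ATP luminescence quantified growth; inhibitors of toxicity appear as activators.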
pAkt inh: blocks phosphorylation of Akt; 360,000 tested, 0.32% active; activity change, % for hits at 50 µM; Neuro2A IGF-stimulated pAkt S473 HTRF, 20 min; stronger effect = lower value; in the data active = activity change below about -80%; inconclusive = mostly about -51% to -80%; note: % is set by controls: 0 for no effect and ±100 for the full control effect
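Single-point screen (50 µM final compound) in Neuro2A cells stimulated 20 min with 6 nM IGF at 37 deg C. After lysis, Ser473-phosphorylated Akt read by HTRF (ex 330 nm, em 615/665 nm) as the 665/615 ratio.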
Abeta yeast res: restores growth of yeast expressing A-beta42 peptide; yeast expressing A-beta42, growth rescue, OD600, 48 h; response scale: 0% DMSO, 100% iron-clioquinol control; Potency, µM (doses to about 46.1 µM), without a hit: at the top dose growth rescue, usual class: activators; 410,000 tested, 0.063% active; note: potency is the fitted concentration of half-maximal effect; nearly all actives have a fitted effect of over 55% in size
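Growth rescue measured by 600 nm absorbance after 48 h yeast culture at 30 C with compound. Values normalized between DMSO and an equimolar ferric chloride plus clioquinol control.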
PTHR1 agonist: agonists of human PTHR1 parathyroid hormone receptor; HEK293 GP2 PTHR1 cells, GloSensor cAMP luminescence, 1 h; Potency, µM (doses to about 115 µM), for inactives: at the top dose activation, most hits filed as activators; 410,000 tested, 0.075% active; note: potency is the fitted concentration of half-maximal effect; nearly all actives have a fitted effect of over 55% in size; some results filed as inactive show a strong effect at the top dose; inactives centre near -15; many of its hits are not listed in these tables
Target sequence (Q03431 whole entry, looked up): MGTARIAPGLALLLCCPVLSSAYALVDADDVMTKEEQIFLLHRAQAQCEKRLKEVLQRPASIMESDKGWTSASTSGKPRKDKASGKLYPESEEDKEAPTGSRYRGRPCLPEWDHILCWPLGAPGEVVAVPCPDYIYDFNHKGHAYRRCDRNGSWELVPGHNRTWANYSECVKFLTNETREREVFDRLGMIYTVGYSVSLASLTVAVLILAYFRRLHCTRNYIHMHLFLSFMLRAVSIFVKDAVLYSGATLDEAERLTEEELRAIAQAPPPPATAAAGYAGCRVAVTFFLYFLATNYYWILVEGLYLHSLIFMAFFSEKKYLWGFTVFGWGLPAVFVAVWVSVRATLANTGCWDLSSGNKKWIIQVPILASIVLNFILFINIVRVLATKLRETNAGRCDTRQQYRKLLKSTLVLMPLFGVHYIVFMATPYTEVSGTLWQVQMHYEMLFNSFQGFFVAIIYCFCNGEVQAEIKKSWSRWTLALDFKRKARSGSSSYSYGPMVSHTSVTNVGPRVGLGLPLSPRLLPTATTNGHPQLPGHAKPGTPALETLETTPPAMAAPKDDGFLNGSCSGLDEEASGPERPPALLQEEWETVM
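HEK-293-derived GP2 cells expressing PTHR1 and a GloSensor cAMP reporter, 3,000/well, plated overnight, given luciferin plus IBMX (each 0.5 mM as added) for 1 h at 37 °C, then compound for 1 h at 37 °C. Luminescence was read after 15 min at room temperature.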
MmCpn inh: blocks the Methanococcus maripaludis chaperonin Mm-Cpn; purified Mm-Cpn ATPase, ADP Transcreener TR-FRET; Potency, µM (series often up to 76.9 µM), without a hit: at the highest dose activity, negative = inhibition, most hits filed as inhibitors; 330,000 tested, 0.031% active; AID 504842; note: potency is the fitted concentration of half-maximal effect; % is set by controls: 0 for no effect and ±100 for the full control effect; nearly all actives have a fitted effect of over 80% in size
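25 nM Mm-CPN + cpd, 10 min 37°C; + 10 uM ATP, 30 min 37°C; buffer 30 mM Tris pH 7.4, 100 mM KCl, 5 mM MgCl2, 1 mM DTT; Transcreener ADP HTRF detection 30 min RT.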
GLP-1R inv ag: inverse agonists of human GLP-1 receptor. HEK293 GLP-1R CRE-luciferase, luminescence, 24 h; GLP-1R form is constitutively active. AID 624417. P43220. Potency, µM (doses to about 38.3 µM), without a hit: top-dose activity change, negative = inhibition, hits mostly inhibitors. 410,000 tested, 1.6% active; note: potency is the fitted concentration of half-maximal effect; % is set by controls: 0 for no effect and ±100 for the full control effect; nearly all actives have a fitted effect of over 55% in size
Target sequence (P43220 whole entry, looked up): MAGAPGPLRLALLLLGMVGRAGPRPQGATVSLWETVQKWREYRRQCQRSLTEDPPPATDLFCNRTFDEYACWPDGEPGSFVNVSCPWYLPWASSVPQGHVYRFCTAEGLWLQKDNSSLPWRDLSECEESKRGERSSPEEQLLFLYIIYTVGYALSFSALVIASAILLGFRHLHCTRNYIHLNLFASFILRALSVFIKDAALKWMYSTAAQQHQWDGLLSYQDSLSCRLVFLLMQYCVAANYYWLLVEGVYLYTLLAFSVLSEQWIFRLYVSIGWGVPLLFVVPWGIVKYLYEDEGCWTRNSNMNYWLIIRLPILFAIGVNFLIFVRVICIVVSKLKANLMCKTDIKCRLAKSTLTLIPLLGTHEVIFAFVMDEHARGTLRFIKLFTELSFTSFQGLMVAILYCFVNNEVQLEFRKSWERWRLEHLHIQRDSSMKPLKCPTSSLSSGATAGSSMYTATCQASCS
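Assay principle: reduced luminescence from a cAMP-responsive reporter in HEK293 cells co-expressing a constitutively active GLP-1R. Conditions: 24 hr compound incubation, 37 deg C, 5% CO2.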
TDP43 rescue: rescues yeast growth from TDP-43 toxicity; 410,000 tested, 1.8% active; Potency, µM (series often up to 46.1 µM), for the others: top-dose growth rescue (activation), hits mostly activators; TDP-43 expressing yeast growth rescue, BacTiter-Glo, 24 h; note: potency is the fitted concentration of half-maximal effect; % of control where 0% means no effect; nearly all actives have a fitted effect of over 50% in size
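Readout is BacTiter-Glo luminescence of cell growth, so inhibitors register as activators. TDP-43-expressing yeast at OD600=0.02 in galactose medium, after raffinose pregrowth to mid-log, were incubated with compound for 24 hr at 30 deg C.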
FUS yeast rescue: rescues growth of FUS-expressing yeast. S. cerevisiae FUS-expressing, growth rescue, OD600, 24 h. Potency, µM (titrated, usually from 76.6 µM), without a hit: at the highest dose growth rescue (activation), hits mostly activators. 390,000 tested, 0.24% active. AID 1347120;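 note: potency is the fitted concentration of half-maximal effect; plate controls were DMSO vehicle for no effect and reference control for full effect; nearly all actives have a fitted effect of over 55% in size; some results filed as inactive show a strong effect at the top dose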
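Yeast FUS proteinopathy model; galactose-induced FUS (2%), starting OD 0.005. Cpds in dilution series, 24hr, 30C, 99% humidity. Abs 600 nm growth. Pos ctrl CP55940 (top 92uM final); neg ctrl DMSO.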
Numbers without * were called inactive; i = inactive; ? = inconclusive; . = not tested or not shown; [ ] = remark or other dose. Unless noted, calls come from the whole dose curve; as a rule, active = well fitted curve in the direction sought with a large enough effect; inconclusive = small, poorly fitted or top-dose-only effect, or another doubt; inactive = no such curve, though single readings can be large; an effect the other way counts as inactive or inconclusive. An excerpt. The share of hits here may be higher or lower than overall.

SMILES	GLP1R cytotox	aSyn yeast inh	pAkt inh	Abeta yeast res	PTHR1 agonist	MmCpn inh	GLP-1R inv ag	TDP43 rescue	FUS yeast rescue
CC(C)(C)OC(=O)CNC(=O)c1[nH]cnc1C(=O)N[C@@H](CCCCNC(=O)OC(C)(C)C)C(=O)OC(C)(C)C	0.4%	-5.3%	i	-9.1%	-23.6%	-0.3%	-29.9%	-3.0%	?
C[C@H](CO)N1C[C@H](C)[C@@H](CN(C)C(=O)Nc2ccccc2)Oc2c(NC(=O)Nc3ccccc3)cccc2C1=O	-2.0%	-11.3%	i	-2.5%	-9.1%	0.1%	10.6%	6.1%	30.1%
Cc1cccc(NC(=O)/C=C/c2ccc(Cl)cc2)n1	6.6%	-16.5%	i	-25.0%	-52.4%[inhibitor]	-1.3%	?	?	.
N#C/C(=C\c1c(N2CCCCC2)nc2ccccn2c1=O)C(=O)NC1CCS(=O)(=O)C1 (stereo unspecified)	-5.2%[1.53 µM]	2.1%	i	3.7%	i	0.6%	32.3%[activator]	23.0%	8.0%
CCOc1ccc(C(=O)CCC(=O)N2CCN(c3ccccc3O)CC2)cc1	10.8%	-5.0%	i	-4.3%	-40.3%[inhibitor]	0.8%	-12.6%	14.6%	.
COC(=O)C1CCN(C(c2cc(OC)c(OC)c(OC)c2)c2sc3nc(C)nn3c2O)CC1 (stereo unspecified)	-10.4%	-4.8%	i	-5.2%	-15.8%	-0.3%	4.0%	18.3%	-18.5%
CCn1c(SCC(=O)Nc2cc(C)on2)nnc1-c1cccc(C)c1	7.1%	2.7%	i	4.9%	i	3.2%	7.5%	-5.8%	13.6%
COc1ccccc1-c1cc(C(=O)NCc2cccs2)no1	17.6%	7.1%	i	12.1%	-50.5%[inhibitor]	-1.9%	-0.4%	-0.6%	.
Cc1ccc(S(=O)(=O)N(CCC(=O)O)Cc2ccc(Cl)cc2)cc1	1.7%	2.8%	i	-5.1%	-5.8%[57.5 µM]	-2.6%	6.0%	-18.2%	10.0%
CCCCOc1ccc(C2(C)NC(=O)NC2=O)cc1 (stereo unspecified)	-0.9%	5.0%	i	-1.9%	i	-1.4%	12.4%	4.5%	5.4%
Cc1cc(NC(=O)CCN2CC(C)OC(C)C2)ccc1Br (stereo unspecified)	12.2%	-3.7%	i	0.4%	17.5%	3.7%	-25.8%	0.3%	5.8%
COC(=O)c1ccccc1NC(=O)c1cc2nc(C3CC3)cc(C(F)(F)F)n2n1	-21.0%	3.4%	i	9.4%	-2.3%[57.5 µM]	1.7%	77.1%[activator]	-14.7%	13.3%
Cc1nc2ccccc2c2c1C(=O)N(C)C2=O	-12.6%	10.0%	i	-16.4%	i	0.9%	-6.0%	-1.8%	27.9%
O=C(CN(Cc1cccs1)C(=O)CNS(=O)(=O)c1ccc(Cl)cc1)NCC1CCCO1 (stereo unspecified)	6.7%	-1.6%	i	6.1%	i	3.1%	6.2%	9.8%	2.0%
Cc1ccc(-n2c(N)c(C(=O)N3CCOCC3)sc2=S)c(C)c1	-2.6%	-20.0%	i	-0.9%	13.7%[57.5 µM]	0.5%	0.0%	?	28.6%
CCOc1ccc(Cl)cc1S(=O)(=O)N1CCC(C(=O)NCc2cccnc2)CC1	-1.2%	-3.5%	i	1.7%	i	-2.7%	-14.1%	-10.6%	16.2%
CCOc1ccccc1NC(=O)CSc1ccc(-c2sc(C)nc2C)nn1	-8.5%	5.2%	i	1.7%	-31.6%[inhibitor]	-7.3%	62.5%[activator]	?	26.2%
CCOC(=O)C1(CCOC)CCN(C(=O)c2ccccc2-c2cccc(C)c2)CC1	-1.2%	0.9%	i	8.6%	i	-0.1%	?	-10.9%[0.397 µM]	15.8%
NCCNc1ccc([N+](=O)[O-])cc1	?	3.4%	i	1.1%	15.7%	4.4%	-28.0%	-6.3%	-6.3%
O=C(COC(=O)c1cccnc1Cl)NCCc1ccccc1	-1.9%	-0.3%	i	-0.1%	-0.8%	1.6%	-9.5%	9.9%	-1.5%
COc1ccc2c(c1)C(=NN)c1cc(OC)ccc1-2	-11.3%	1.6%	i	12.3%	-0.1%[57.5 µM]	-4.4%	0.0%	?	13.5%
O=C(CSc1ncccc1C(=O)Oc1ccccc1Cl)Nc1ccccc1Cl	0.1%	-0.6%	.	-3.5%	-10.0%	.	?	9.8%	13.6%
CCn1nnnc1SCC(=O)NCc1ccc2c(c1)OCO2	17.8%	4.7%	i	1.5%	11.0%[57.5 µM]	2.7%	12.9%	-8.5%	7.3%
O=C(CCCCCN1C(=O)CCC1=O)Nc1ccc2c(c1)OCO2	1.7%	21.4%	i	-7.3%	i	-1.8%	20.3%	-13.0%	21.6%
O=S(=O)(NC1CCCCCCC1)c1ccccc1F	-1.7%	14.3%	i	-10.4%	-11.0%	0.0%	?	9.8%	7.5%

Copied from the list:
Value of NCCNc1ccc([N+](=O)[O-])cc1 in PTHR1 agonist: 15.7%
Value of CCn1nnnc1SCC(=O)NCc1ccc2c(c1)OCO2 in TDP43 rescue: -8.5%
Value of Cc1nc2ccccc2c2c1C(=O)N(C)C2=O in FUS yeast rescue: 27.9%
Value of CC(C)(C)OC(=O)CNC(=O)c1[nH]cnc1C(=O)N[C@@H](CCCCNC(=O)OC(C)(C)C)C(=O)OC(C)(C)C in PTHR1 agonist: -23.6%

The main list resumes, repeating the 2 entries before the break.
SMILES	GLP1R cytotox	aSyn yeast inh	pAkt inh	Abeta yeast res	PTHR1 agonist	MmCpn inh	GLP-1R inv ag	TDP43 rescue	FUS yeast rescue
O=C(CCCCCN1C(=O)CCC1=O)Nc1ccc2c(c1)OCO2	1.7%	21.4%	i	-7.3%	i	-1.8%	20.3%	-13.0%	21.6%
O=S(=O)(NC1CCCCCCC1)c1ccccc1F	-1.7%	14.3%	i	-10.4%	-11.0%	0.0%	?	9.8%	7.5%
Cc1onc(-c2c(Cl)cccc2Cl)c1C(=O)OCC(=O)c1ccccc1	-2.4%	0.8%	i	6.5%	-24.3%	-0.1%	?	4.8%	-6.3%
Cc1c(Cl)cccc1NC(=O)CSc1nc(=O)n(CCN2CCOCC2)c2c1CCC2	2.2%	.	.	-30.5%[inhibitor]	-0.8%	.	5.1%	18.6%	-6.1%
CCN(CC)c1ccc(N2C(=O)/C(=C\c3cccnc3)SC2=S)cc1	0.3%	-0.4%	i	-18.1%	i	2.8%	-19.2%	-7.1%	33.1%
Fc1cc(F)c(F)c(SCCc2ccncc2)c1F	1.9%	-5.9%	i	-22.4%	i	.	0.0%	12.7%	20.2%
CCCCN1C(=O)C(O)(CC(=O)c2ccccn2)c2ccccc21 (stereo unspecified)	9.3%	13.2%	i	11.3%	-24.5%	-1.3%	0.0%	-1.7%	.
CCc1ccccc1N(CC(=O)N1CCCC1)S(C)(=O)=O	5.0%	15.7%	i	3.0%	i	2.2%	20.1%	4.6%	-24.3%
CCOc1ccc(NS(=O)(=O)c2ccc3c(c2)N(C(C)=O)CCO3)cc1	-6.0%	0.1%	i	-4.5%	-34.9%[inhibitor]	0.7%	10.3%	-15.4%	5.2%
COc1ccc(CNC(=O)CC2C[C@H](C(=O)N3CCCCC3)[C@@]3(C)c4[nH]c5ccccc5c4CCN3C2=O)cc1OC (stereo partly specified)	10.5%	-2.4%	i	-0.8%	-38.6%[inhibitor]	0.5%	2.1%	12.1%	26.3%
CC12/C(=N/O)C3C4CC5C3/C(=N/O)C1C5C42 (stereo unspecified)	0.6%	-13.0%	i	-15.2%	5.2%	0.7%	-7.5%	-12.7%	-1.6%
CCn1c(CSc2nc3ccccc3s2)nc2ccccc21	?	-5.5%	i	16.6%	-39.7%[inhibitor]	-1.6%	0.0%	?	29.9%
Cc1c(C(=O)O)sc2c1c(=O)n(Cc1ccccc1)c(=O)n2C	12.0%	11.0%	i	8.5%	-22.7%	0.6%	10.8%	12.6%	4.5%
O=C(c1ccccn1)c1cc2ccccc2n1S(=O)(=O)c1ccccc1	-11.1%	7.4%	i	5.6%	-13.6%	-3.8%	-21.4%	3.7%	-4.6%
O=C(Cc1ccccc1)NNC(=O)Nc1ccc(Cl)c(Cl)c1	6.8%	-0.8%	i	1.6%	-8.6%	0.3%	?	-5.8%	6.8%
COc1ccc(-c2c(C#N)cnc(C)c2C)c(O)c1OC	-6.9%	1.8%	i	-2.5%	i	.	-2.8%	23.5%	-20.0%
COc1ccc(NC(=O)O/N=C/c2ccc(Br)cc2)cc1	-17.3%	-19.0%	i	-4.8%	i	1.0%	15.4%	4.6%	-16.8%
CSCC[C@H](NC(=O)[C@H](Cc1ccccc1)n1c(=O)[nH]c2ccccc2c1=O)C(=O)N[C@@H](Cc1ccccc1)C(=O)O	2.5%	-0.4%	i	-15.9%	-30.9%	2.4%	3.9%	18.5%	19.5%
Cc1ccc(S(=O)(=O)N2CCOCC2)cc1C(=O)OCC(=O)NCCc1ccc(F)cc1	1.9%	-0.1%[1.84 µM]	i	1.2%	-23.2%	1.7%	?	8.2%	21.9%
C/C(=N\Nc1ccc(C#N)cc1[N+](=O)[O-])c1ccc(O)cc1	?	-7.3%	i	-7.4%	-14.3%	-3.0%	5.0%	-7.1%	-17.0%
C/C(=N\NC(=O)CNC(=O)c1ccc(Br)cc1)c1ccco1	0.9%	-2.5%	i	7.4%	11.8%	3.0%	7.0%	-9.5%	17.9%
